RmlCD inh 1536: M. tuberculosis RmlC/RmlD coupled enzyme inhibitors, primary screen, biochemical, compound mixtures, 384-well, from 1536-well plates | dTDP-4-dehydrorhamnose reductase (Mycobacterium tuberculosis (strain ATCC 25618 / H37Rv)) … | RmlC+RmlD coupled enzyme assay, percent inhibition; primary screen in compound mixtures | inhibition, % at 3.6 µM | actives 0.03% (n = 160,000); in the data active = inhibition mostly above about 34%, no sharp cut-off; also: some results filed as inactive read as strong as hits
Target sequence (P9WH09 whole entry, looked up): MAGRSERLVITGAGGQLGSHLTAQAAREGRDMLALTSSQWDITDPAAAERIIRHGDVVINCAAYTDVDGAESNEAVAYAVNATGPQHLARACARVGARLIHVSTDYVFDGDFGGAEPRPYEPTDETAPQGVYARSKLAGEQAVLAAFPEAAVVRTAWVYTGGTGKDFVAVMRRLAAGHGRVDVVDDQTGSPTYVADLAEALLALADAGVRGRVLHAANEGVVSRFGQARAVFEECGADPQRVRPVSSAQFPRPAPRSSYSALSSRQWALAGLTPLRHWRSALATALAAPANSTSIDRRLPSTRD
Target sequence (P9WH11 whole entry, looked up): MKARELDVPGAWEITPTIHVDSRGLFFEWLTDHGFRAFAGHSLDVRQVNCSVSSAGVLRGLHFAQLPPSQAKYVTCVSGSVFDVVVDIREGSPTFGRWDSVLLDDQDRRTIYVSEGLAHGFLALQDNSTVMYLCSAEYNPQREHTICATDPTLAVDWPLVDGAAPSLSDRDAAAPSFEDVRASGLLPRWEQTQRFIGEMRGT
M. tuberculosis GlmU: inhibition of mycobacterial GlmU enzyme – biochemical, glucosamine-1-phosphate acetyltransferase (AID 1376); Bifunctional protein GlmU (Mycobacterium tuberculosis (strain ATCC 25618 / H37Rv)); one-dose inhibition, %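 (tested at 30 µM in the primary screen)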; IC50 in µM for titrated hits; M. tuberculosis GlmU acetyltransferase enzyme assay; higher % means a stronger effect; actives 0.25% (n = 220,000); in the data active = inhibition above about 13%;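 also: 0% = complete reaction with vehicle and 100% = reaction without substrate; strong numbers were not always called active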
* hit, by the source's call; . = no result given. Not all compounds are listed. The share of hits here may be higher or lower than overall.

Start of the data: the first five records, ahead of the listing:
SMILES	RmlCD inh 1536	M. tuberculosis GlmU
CC(C)COCC1CC2(CC(C)(c3csc(N)n3)OC2=O)C(=O)O1 (configuration not stated)	.	-4.4%
NCCCC[C@H]1CNC(=O)C(=O)N1CCc1cccc2ccccc12	-6	2.5%
CCOC(=O)C1CCN(S(=O)(=O)c2cccc(-c3cn4cccnc4n3)c2)CC1	7	1.3%
CCc1nnc(NC(=O)c2ccc3ncsc3c2)s1	9	-1.3%
COc1ccc(-c2ccc(-c3nc4c(c(=O)[nH]c(=O)n4Cc4ccccc4)n3C)o2)c([N+](=O)[O-])c1	6	-2.7%

Main list, from the first entry:
SMILES	RmlCD inh 1536	M. tuberculosis GlmU
CC(C)COCC1CC2(CC(C)(c3csc(N)n3)OC2=O)C(=O)O1 (configuration not stated)	.	-4.4%
NCCCC[C@H]1CNC(=O)C(=O)N1CCc1cccc2ccccc12	-6	2.5%
CCOC(=O)C1CCN(S(=O)(=O)c2cccc(-c3cn4cccnc4n3)c2)CC1	7	1.3%
CCc1nnc(NC(=O)c2ccc3ncsc3c2)s1	9	-1.3%
COc1ccc(-c2ccc(-c3nc4c(c(=O)[nH]c(=O)n4Cc4ccccc4)n3C)o2)c([N+](=O)[O-])c1	6	-2.7%
CSC1=C(C#N)C(c2ccc(C)s2)CC(=O)N1 (configuration not stated)	-9	0.6%
COc1ccc(-n2c(C)cc(/C=C3/SC(=S)N(C)C3=O)c2C)cc1	.	-0.4%
C#CCOC(=O)CCC(=O)Nc1cc(OC)nc(OC)n1	.	-3.1%
O=C(c1ccco1)N1CCN(C2=NS(=O)(=O)c3ccccc32)CC1	8	-1.8%
O=C(/C=C/Sc1ccccc1)c1ccc(Cl)cc1	-6	-1.4%
CCCn1c(=O)c2ccccc2n2c(SCc3cc(=O)oc4ccc5ccccc5c34)nnc12	.	2.0%
CC(=O)c1c(C)n([O-])c2cc(C)ccc2[n+]1=O	.	8.7%
CCOCCn1c(CN2CCC(C)CC2)nc2c1c(=O)n(C)c(=O)n2C	.	2.1%
CSc1ncc(Cl)c(C(=O)Nc2cccc3ccccc23)n1	-8	2.7%
CC(C)c1nc2oc3c(NCCO)ncnc3c2c2c1COC(C)(C)C2	.	-0.9%
CCOc1ccc(-n2c(SCC(=O)NC(C)CC)nc3n[nH]c(C)c3c2=N)cc1 (configuration not stated)	-6	1.3%
Brc1ccc2ncnc(NCc3ccccc3)c2c1	2	-6.8%
Cc1ccc(-n2c(C)cc(-c3csc(N)n3)c2C)cc1	5	-1.5%
CC(=O)Cc1nsc(NC(=O)c2ccc(-c3cc(Cl)ccc3Cl)o2)n1	10	-0.2%
O=S(=O)(c1ccccc1)N1c2cc(Cl)ccc2Oc2nc3ccccc3nc21	.	-4.8%
O=C(NNC(=O)c1cccs1)c1ccc(Br)o1	4	2.2%
O=C(COc1ccc(Cl)cc1Cl)Nc1nc2n(n1)C(c1ccccc1)CC(=O)N2 (configuration not stated)	.	1.9%
COc1ccc(-n2c(=O)c3c4c(sc3n3c(C)nnc23)CCCC4)cc1	.	0.4%
COC(=O)c1cn(NC(=O)C2CCC(C)CC2)c(=O)c2ccccc12 (configuration not stated)	5	3.1%
COc1cc(C(=O)OCC(C)=O)ccc1OCc1c(C)noc1C	13	-9.1%
O=C(CN1CCN(CC(=O)Nc2ccccc2Cl)CC1)Nc1ccc2c(c1)OCCO2	.	6.2%
CC(=O)c1ccc(OCCOc2ccc(Cl)c3cccnc23)cc1	-7	-0.4%
Cc1cc(C)cc(NC(=O)c2cc(C)n(Cc3cccs3)c2C)c1	8	-1.2%
CCn1cc(C(=O)NC2CCCCCC2)c2cc(OC)c(OC)cc2c1=O	8	1.8%
COc1ccc(S(=O)(=O)N2CCOCC2)cc1NC(=O)Cn1nnc2ccccc2c1=O	-8	-2.0%

Part of the list above in order of length of the SMILES, high to low.
SMILES	RmlCD inh 1536	M. tuberculosis GlmU
O=C(CN1CCN(CC(=O)Nc2ccccc2Cl)CC1)Nc1ccc2c(c1)OCCO2	.	6.2%
COc1ccc(-n2c(=O)c3c4c(sc3n3c(C)nnc23)CCCC4)cc1	.	0.4%
Brc1ccc2ncnc(NCc3ccccc3)c2c1	2	-6.8%

Quoted from the listing:
M. tuberculosis GlmU result of `Cc1cc(C)cc(NC(=O)c2cc(C)n(Cc3cccs3)c2C)c1` = -1.2%
M. tuberculosis GlmU result of `COc1ccc(S(=O)(=O)N2CCOCC2)cc1NC(=O)Cn1nnc2ccccc2c1=O` = -2.0%
M. tuberculosis GlmU result of `COc1ccc(-n2c(=O)c3c4c(sc3n3c(C)nnc23)CCCC4)cc1` = 0.4%
M. tuberculosis GlmU result of `COC(=O)c1cn(NC(=O)C2CCC(C)CC2)c(=O)c2ccccc12` (configuration not stated) = 3.1%

Other records follow.
SMILES	RmlCD inh 1536	M. tuberculosis GlmU
CCCC1S/C(=N/N=C/c2ccc(C)cc2)N(Cc2ccc(OC)cc2)C1=O (configuration not stated)	-4	8.1%
C/C(=N\O)c1ccc2c(c1)CC(C)O2 (configuration not stated)	-8	2.6%
CC1CCCN(c2nc3ccccc3nc2C(C#N)C(=O)OC2CCCCC2)C1 (configuration not stated)	.	0.5%
OCCC1CN(Cc2cnc(-c3ccccc3)s2)CCN1Cc1ccccc1 (configuration not stated)	-8	2.0%
CN(C)CCNc1nc2sc3c(c2c(=O)n1-c1ccc(F)cc1)CCCCC3	-5	-0.1%
CCC(C)NC(=O)CSC1=Nc2ccccc2C2=NC(c3ccccc3)C(=O)N12 (configuration not stated)	.	-7.0%
CCCNC(=O)c1c(N)n(Cc2ccc3c(c2)OCO3)c2nc3ccccc3nc12	52	-2.7%
Cc1cc(C)n2nc(SCc3nnc(SCc4ccccc4)s3)nc2n1	2	-4.2%
CN(C)c1ccc(-c2nnn(CC(=O)N3c4ccccc4CCc4ccccc43)n2)cc1	-7	4.4%
CC(NC(=O)COc1ccc(-c2nnco2)cc1)c1ccc(Cl)cc1Cl (configuration not stated)	37	-3.9%
Cc1nc2c(ncn2-c2ccccc2)c(=O)n1NC(=O)CN1CCCCC1	1	1.9%
CCCCNC(=S)N/N=C/c1cc(C)ccc1C	.	-5.5%
O=C(CN(C(=O)c1ccc(Cl)cc1)N1C(=O)C2CCCCC2C1=O)c1ccc(Cl)cc1 (configuration not stated)	.	0.1%
C/C(=N\NC(=O)Cn1c(-c2ccccn2)nc2ccccc21)c1cccc(O)c1	-16	3.2%
COc1cc(N/N=C(\C)c2ccc(N)cc2)nc(-c2ccccc2)n1	2	-1.0%
CCOc1cc2[nH]c(=S)n(CCN3CCC(C)CC3)c(=O)c2cc1OCC	.	1.5%
Nc1nc(CSc2nnnn2-c2ccc(Cl)cc2)nc(N2CCOCC2)n1	15	1.0%
CC1(C)NC(=O)N(CC(O)COc2cc3ccccc3cc2C(=O)N2CCCCC2)C1=O (configuration not stated)	1	-0.3%
C/C(=N\NC(=O)CNc1ccc(F)cc1)c1cc2ccccc2o1	7	-1.5%
O=C(Nc1ccccc1)N(Cc1ccc(Cl)cc1)CC(O)C(F)(F)F (configuration not stated)	.	2.7%
COC(=O)c1ccc(N/N=C/c2cc([N+](=O)[O-])cc(OC)c2O)cc1	.	4.0%
CCOc1ccc(NC(=O)CSc2nnc(-c3ccccn3)n2C)cc1	.	0.5%
O=C(CN1C(=O)C2CC=CCC2C1=O)N1CCN(c2ccc([N+](=O)[O-])cc2)CC1 (configuration not stated)	44	-3.9%
CCOCCCn1c(N)c(C(=O)Nc2sc3c(c2C(=O)OC)CCCC3)c2nc3ccccc3nc21	8	1.0%
COc1ccc(Cc2nnc(NC(=O)c3ccco3)s2)cc1	.	2.9%
O=C1Nc2cc(Cl)c(Cl)cc2N(O)N1c1cc(Cl)cc(Cl)c1	.	3.5%
O=C(COc1ccc(-n2cnnn2)cc1)NC(=O)NCc1ccccc1	.	-1.2%
Cc1cc(N2CCCCC2)ccc1C=C1C(=O)N(C)C(=S)N(C)C1=O	10	-1.4%
Cc1ccc(C)c(OCC(=O)Nc2ccc3c(c2)OCO3)c1	-9	.
CCOC(=O)c1ccccc1NC(=O)CSc1nnc(COc2ccccc2C)n1C	-4	-1.1%
COCc1cc(=O)n2[nH]c(-c3ccc(C)cc3)cc2n1	18	5.5%
Cc1sc2ncnc(OCC(=O)N3CCN(C(=O)c4ccco4)CC3)c2c1C	-6	2.7%
S=c1[nH]nc(Nc2ccc(Cl)cc2)s1	.	1.2%
O=c1c(C=Nc2ccc(Cl)cc2)c[nH]n1-c1cccc(Cl)n1	.	1.5%
C/C(=N\n1cnnc1)c1ccccc1	2	6.6%
COc1cc(C(=O)NNC(=S)NC(=O)c2ccc3c(c2)OCO3)cc(OC)c1OC	-11	2.2%
CCOc1ncccc1C(=O)NCC1COc2ccccc2O1 (configuration not stated)	.	3.8%
CCOC(=O)C1=C(COC(=O)C2(C)CC2(Cl)Cl)NC(=O)NC1c1ccc(OC)cc1 (configuration not stated)	-5	7.1%
COc1ccccc1OCC(=O)NNC(=O)c1c(-c2ccccc2Cl)noc1C	7	0.1%
CCN(CC)C(=O)C1=C(C)NC(=S)NC1c1cccs1 (configuration not stated)	3	0.6%
O=C(NCCc1nc2ccccc2[nH]1)c1ccc([N+](=O)[O-])cc1	0	-2.0%
Cc1cc(OC(=O)N(C)C)nc(SCc2c(Cl)cccc2Cl)n1	-7	4.6%
O=C(CNC(=O)C(c1ccccc1)c1ccccc1)OCc1ccccc1	-6	0.1%
O=C1N[C@@H](Cc2ccccc2)C(=O)N2[C@H]1C[C@]1(Br)c3ccccc3N(S(=O)(=O)c3ccc(F)cc3)[C@H]21	.	2.8%
CC(=O)N(C(C)=O)n1c(/C=C/c2ccc([N+](=O)[O-])cc2)nc2ccccc2c1=O	10	0.9%
Cc1cnc([N+](=O)[O-])n1CCOC(=O)NC(=O)c1ccccc1Cl	.	-6.8%
CC(C)c1nn2c(N)c(/C=C3\C=Nc4ccccc43)c(=O)nc2s1	-6	11%
Cc1cccc(/C(N)=N/OC(=O)c2ccc(Br)o2)c1	-4	-3.2%
C/C(=N/NC(=O)CNC(=O)c1cccc(F)c1)c1ccc2c(c1)CCCC2	-9	-0.6%
CCOC(=O)c1[nH]ncc1CN1CCCC(C(=O)c2ccc(C(C)(C)C)cc2)C1 (configuration not stated)	10	-2.0%
OCC1(Cc2ccccc2)CCN(Cc2cnc(-c3cccc4ccccc34)nc2)CC1	-9	-0.4%
CC(=O)Nc1cc(C(C)C)c(O)c(C(C)C)c1	-3	2.5%
CN(C)S(=O)(=O)c1cccc(NC(=O)CSc2nncn2C)c1	.	1.5%
Clc1cccc(CSc2ccc(-c3cccnc3)nn2)c1	2	.
CC(C)CCNC(=O)c1ccc2c(c1)N(Cc1ccccc1)C(=O)CS2=O (configuration not stated)	-4	-1.5%
CCC1CCCCN1C(=O)c1c(-c2ccccc2)noc1C (configuration not stated)	.	-4.6%
CC(C)(C)n1nnnc1C(c1cccnc1)N1CCN(C2CCCCC2)CC1 (configuration not stated)	.	1.1%
Cc1cc(C(=O)NNS(=O)(=O)c2cccc(Cl)c2)nn1C(C)(C)C	-5	2.2%
Cc1ccc(NC(=O)CNC(=O)c2cccs2)cc1S(=O)(=O)Nc1ccc(Cl)cc1	2	1.8%
CC(=O)N1N=C(c2ccc(C)cc2)OC1c1cccnc1 (configuration not stated)	-9	2.5%
Remaining list, next part.
SMILES	RmlCD inh 1536	M. tuberculosis GlmU
O=C(CCn1nc(-c2ccccc2)ccc1=O)N1CCN(c2ccccn2)CC1	-8	.
Cc1nonc1OCCNc1ccc([N+](=O)[O-])c2cccnc12	.	-9.1%
O=C(O)c1cccc(N2C(=O)Nc3ccccc3N2O)c1	.	3.1%
Cc1cc(-c2nnco2)c(C)n1-c1ccc(F)cc1	-4	4.4%
CC(C)CNS(=O)(=O)c1cc(C(=O)N2CCOCC2)c(Cl)cc1Cl	.	-1.6%
CCOc1cc(/C=N/NC(=O)CSc2nncn2C)ccc1OCC(N)=O	-4	1.9%
CC(=O)Nc1ccc(NC(=O)CN2CCN(c3cccc(C(F)(F)F)c3)CC2)cc1	-5	-8.4%
CCC(C)C(NC(=O)c1ccccc1NC(=O)c1ccccc1)C(=O)N1CCOCC1 (configuration not stated)	4	2.8%
O=C(Nc1sc2c(c1C(=O)O)CCC2)c1ccc(F)cc1	7	5.7%
NC(=O)c1c(NC(=O)c2ccncc2)sc2c1CCCC2	-2	-0.7%
CCCCc1nnc(NC(=O)COC)s1	-10	-1.3%
O=C(CN1CCN(Cc2ccccc2F)C1=O)NCCc1ccc(Cl)cc1	5	7.0%
COc1ccc(N2CCN(CCCNC(=O)CCCn3c(=O)[nH]c4ccsc4c3=O)CC2)cc1	-2	.
COc1ccc(-n2c(C)cc(C(=O)COc3ccc(-n4cnnn4)cc3)c2C)cc1	-5	-1.2%
O=C1c2ccccc2C(=O)N1CCCCSc1nnc(-c2ccc(OC(F)F)cc2)o1	.	0.8%
O=C(Nc1ccc([N+](=O)[O-])cn1)C1CC2CCC1C2 (configuration not stated)	7	-4.9%
CCN(Cc1ccncc1)Cc1c(O)ccc2ccccc12	-17	3.5%
Clc1ccc(CN(Cc2ccccc2)C(c2cccs2)c2nnnn2C2CCCC2)cc1 (configuration not stated)	4	4.5%
O=C1/C(=C/c2ccccc2)CSc2sccc21	.	7.2%

High-throughput results as filed in PubChem.
